ER stress death – ER stress cell death inhibition; CSM14.1 thapsigargin ER stress survival, ATP luminescence; relative survival (cellular ATP), % at 15 µg/mL (by protocol); 48,000 compounds, 0.33% hits;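 active = survival measured by cellular ATP above 50% at 15 µg/ml in the first screen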;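 note: cell death triggered by about 15 µM thapsigargin; ATP read 24 h after thapsigargin was added; plate controls were thapsigargin with DMSO for no effect and DMSO without thapsigargin for full effect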
Active calls of the source: *. Only part of the results is shown; rates above refer to the full screens.

SMILES	ER stress death
CC1=C(C(=O)OCCCc2ccccc2)C(c2c(F)cccc2Cl)CC(=O)N1 (stereo unspecified)	2
Cc1ccc(OCC(=O)Nc2ccc(Nc3ccccc3)cc2)c(Br)c1	2
Cc1ccc(C(C)C)c(OCC(O)CN2CCCCCC2)c1 (stereo unspecified)	-3
CCOC(=O)C1=C(C)N=C2SCC(=O)N2C1c1cccc(OC)c1OC (stereo unspecified)	1
COc1ccc(C(=O)Nc2ccc(S(=O)(=O)N3CCCC3)cc2)cc1I	3
COc1cc(NC(=O)COc2cccc(Cl)c2)c(OC)cc1Cl	10
CCOC(=O)N1N=C(C)CC1(O)c1ccc(Br)cc1 (stereo unspecified)	2
CC1=C(C#N)c2nc(N)c(C#N)c(C)c2/C1=C\c1ccc(-c2ccc([N+](=O)[O-])cc2Cl)o1	-8
O=C(Nc1ccc2ccccc2c1)c1ccc(-c2cccc(Cl)c2)o1	2
Cc1cc(C)c2cccc(NC(=O)C3CC3)c2n1	-2
CC(C)(C)c1csc(NC(=O)C(c2ccccc2)c2ccccc2)n1	9
CCC1C(=O)N=C(SCC(=O)Nc2nc(-c3ccccc3)cs2)NC1=O (stereo unspecified)	19

Reformatted bar-delimited: entries from further up.
SMILES | ER stress death
CCOC(=O)N1N=C(C)CC1(O)c1ccc(Br)cc1 (stereo unspecified) | 2
CCOC(=O)C1=C(C)N=C2SCC(=O)N2C1c1cccc(OC)c1OC (stereo unspecified) | 1
CCC1C(=O)N=C(SCC(=O)Nc2nc(-c3ccccc3)cs2)NC1=O (stereo unspecified) | 19

Other results follow:
SMILES	ER stress death
COc1cccc(CN2CCN(C(=O)c3cccc4ccccc34)CC2)c1	-6
CCN1C(=O)/C(=C\c2ccccc2OCc2cccc3ccccc23)SC1=S	3
COC(=O)C1=C(C)N(c2ccccc2)/C(=C\c2ccc(OCC(=O)Nc3ccccc3OC)cc2)C1=O	0
C=CCc1cc(/C=C2\C(=O)NC(=O)N(c3ccc(Br)c(C)c3)C2=O)cc(OC)c1O	-1
O=C(CN1C(=O)c2ccccc2S1(=O)=O)NC(Nc1ccc(I)cc1)C(Cl)(Cl)Cl (stereo unspecified)	-1
CC1=NN(c2ccc(S(N)(=O)=O)cc2)C(=O)/C1=C\c1ccc(C)s1	2
CCOC(=O)C1=C(C)N=c2s/c(=C\c3ccc(N(C)C)o3)c(=O)n2C1c1cccs1 (stereo unspecified)	7
CCOc1ccc(C(=O)NCC2OCCc3ccccc32)cc1 (stereo unspecified)	-7
COc1cc(C(=O)Nc2ccc([N+](=O)[O-])cn2)cc(OC)c1OC	-2
Cc1cc(C)nc(NC(=O)CC(c2ccccc2)c2ccccc2)c1	-1
O=C(c1sc2ccccc2c1Cl)N1CCN(c2ccc(Cl)cc2[N+](=O)[O-])CC1	9
O=C(Nc1ccc(Br)cc1)c1ccccc1C(F)(F)F	3
CC(Sc1nc2ccccc2n1C)C(=O)NC(c1ccccc1)c1ccccc1 (stereo unspecified)	-2
Cc1cccc(-n2c(O)c(C=Nc3ccccc3C)c(=O)[nH]c2=O)c1	19
CC(C)(C)c1ccc(C2/C(=C(\O)c3ccc(F)cc3)C(=O)C(=O)N2c2nncs2)cc1 (stereo unspecified)	1
O=C(c1ccccc1[N+](=O)[O-])N1CCN(C/C=C/c2ccccc2)CC1	-1
COC(=O)CCC(=O)NNC(=O)c1ccc(Cl)cc1Cl	10
O=C(O)CCc1nc2ccc(O)cc2[nH]1	3
COc1ccc(C)cc1NC(=O)CC(C)=O	13
Cc1cccc(OCCNc2nc3c(c(=O)n(C)c(=O)n3C)n2C)c1	3
Cc1ccc(-c2nc3ncccc3o2)cc1NC(=O)COc1cc(C)c(Cl)c(C)c1	6
COc1cccc(-c2nc3cc(NC(=O)c4cc5ccccc5o4)ccc3o2)c1	20
Cc1ccc(/C(O)=C2\C(=O)C(=O)N(CCCC(=O)O)C2c2ccccc2[N+](=O)[O-])cc1 (stereo unspecified)	-3
Cc1ccc(S(=O)(=O)NC(=O)Nc2c(C)cccc2C)cc1	3
O=S(=O)(c1ccc2ccccc2c1)N1CCN(c2ccccc2)CC1	-3
CCCc1cc(=O)n2[nH]c(-c3cccc(C)c3)cc2n1	-5
CC1=C(C(=O)OCCC(C)C)C(c2ccc(Cl)cc2)NC(=O)N1 (stereo unspecified)	2
O=C(O)c1cccc(C(=O)O)c1N(c1ccccc1)c1ccccc1	-1
CC1(C)CC(=O)C2=C(C1)Nc1ccccc1N(C(=O)Cc1ccccc1)C2c1cccc(Cl)c1 (stereo unspecified)	4
O=C(COc1ccccc1)Nc1ccc(Cl)c(-c2nc3ncccc3o2)c1	8
COc1ccccc1NC1=C(Cl)C(=O)N(c2ccc(C)cc2)C1=O	-1
COc1ccc(C(=O)Nc2ccccc2C(=O)NCc2ccco2)cc1	0
Cc1ccccc1OC(=O)COc1ccc(Cl)cc1Cl	0
CCCCCCCCCCCCSC1=C(C#N)C2(CCN(C)CC2)C(C#N)C(=O)N1 (stereo unspecified)	-9
CC1CCc2c(sc(NC(=O)c3ccccc3[N+](=O)[O-])c2C(=O)OC(C)C)C1 (stereo unspecified)	17
O=C1c2ccccc2C(=O)N1CSc1nnc(SCN2C(=O)c3ccccc3C2=O)s1	37
COc1ccc(/C=C(\NC(=O)c2ccccc2)C(=O)NCc2ccncc2)cc1	-1
CC(C)CN1C(=O)c2ccc(C(=O)c3cccc([N+](=O)[O-])c3)cc2C1=O	18
COC(=O)c1sccc1NC(=O)c1ccccc1C	11
Cc1cc(C)n(-c2c(F)c(F)c(COC(=O)c3ccccc3)c(F)c2F)n1	11
Cc1cc(C)cc(NC(=O)C(=O)NCc2ccco2)c1	0
COc1cccc(OCCOc2ccc(/C=C3/SC(=S)NC3=O)cc2OC)c1	10
Cc1n[nH]c(C)c1Sc1ccccc1N=Cc1ccc([N+](=O)[O-])cc1	3
COc1ccc(N(CC(=O)Nc2ccccc2C)S(C)(=O)=O)cc1	5
CC(C)NCC(=O)C12CC3CC(CC(C3)C1)C2	-4
Cc1ccc(OCC2CNC(=O)O2)cc1 (stereo unspecified)	3
O=CNc1ccccc1Oc1ccccc1	1
COc1ccc(Br)cc1/C=C/C(=O)Nc1ccc(-c2nc3ncccc3o2)cc1	-7
COc1ccc(CSc2nnnn2C)cc1	2
CCCCNCCCOc1cc(C)cc(C)c1	-6
CC(CCc1ccccc1)Nc1cc(N2CCN(S(C)(=O)=O)CC2)ccc1[N+](=O)[O-] (stereo unspecified)	0
CC(C)OC(=O)c1c(NC(=O)/C=C/C(=O)O)sc2c1CCCCC2	1
O=C1S/C(=C\c2cccs2)C(=O)N1c1cccc(Cl)c1	-2
Cc1cc(-c2ccc(N=Cc3ccc([N+](=O)[O-])s3)c(C)c2)ccc1N=Cc1ccc([N+](=O)[O-])s1	-5
CCOc1ccccc1N1CCN(C(=O)c2ccco2)CC1	4
CCOC(=O)Cc1csc(NC(=O)COc2cc(C)ccc2C(C)C)n1	9
Cc1cc(C)cc(NC(=O)COc2cccc(C)c2C)c1	9
Cc1cc(C=O)c(C)n1-c1ccc(Br)cc1	1
O=C1C(=O)N(CC2CCCO2)C(c2ccccc2Cl)/C1=C(/O)c1ccccc1 (stereo unspecified)	5
N#C/C(=C/c1cc(Cl)c(O)c(Cl)c1)C(=O)Nc1cccc(Br)c1	1

(next part)
SMILES	ER stress death
COc1ccccc1NC(=O)c1c(NC(=O)c2cccc(F)c2)sc(-c2ccccc2)c1C	0
O=C(Nc1ccc(S(=O)(=O)Nc2nccs2)cc1)C1CC1	10
O=C1NC(=O)/C(=C/c2cccnc2)S1	3
COc1ccc(CNc2ccc3c(c2)ncn3C)cc1	0
Cc1cc(C)cc(NCc2cccnc2)c1	25
CCOc1ccccc1NC(=O)CN(c1ccc(OC)cc1)S(C)(=O)=O	11
O=C(c1ccccc1F)N1CCCc2ccccc21	7
O=C1c2cccc3c(Br)ccc(c23)C(=O)N1Oc1ccc([N+](=O)[O-])cc1[N+](=O)[O-]	3
CCCC(C)NS(=O)(=O)c1ccc(OC)cc1 (stereo unspecified)	0
CCOc1ccc2nc(SCCNS(=O)(=O)c3ccccc3)sc2c1	4
O=c1c2ccccc2c2ccccc2c(=O)n1CC1CCCO1 (stereo unspecified)	8
Cc1c(Cl)cccc1-c1ccc(C(=O)Nc2ccc3c4c(cccc24)CC3)o1	-6
NS(=O)(=O)c1ccc(NC(=O)CSc2nnnn2-c2ccccc2)cc1	4
O=C(Nc1ccc(NC(=O)c2ccc(-c3ccc(Cl)cc3Cl)o2)cc1)c1ccccc1	2
O=C1CC(N(CCc2ccccc2)C(=O)c2ccccc2)C(=O)N1c1ccccc1 (stereo unspecified)	-4
CCOP(C)(=O)C(c1ccccc1)N(C)S(C)(=O)=O (stereo unspecified)	0
Cc1ccc(P(=O)(CC(=O)O)c2ccc(C)cc2)cc1	4
CC(C)C1C(C#N)=C(N)Oc2n[nH]c(-c3ccccc3)c21 (stereo unspecified)	-4
Cc1ccc(/C=C/C(=O)NCc2ccc(F)cc2)cc1	3
CCOc1ccc(C(=O)NCCc2ccccc2)cc1	-6
CCc1ncc(C(O)c2ccccc2)n1C (stereo unspecified)	3
O=C(Nc1ccc(Cl)c(Cl)c1)Nn1cnnc1	-2
Cc1ccc(C(=O)c2ccc(Br)c([N+](=O)[O-])c2)cc1C	19
O=C(CCNc1ccc(-c2ccccc2)cc1)c1ccc(Br)cc1	14

Retrieved by structure from the entries so far, 4 records:
SMILES	ER stress death
O=C(CCNc1ccc(-c2ccccc2)cc1)c1ccc(Br)cc1	14
Cc1ccc(P(=O)(CC(=O)O)c2ccc(C)cc2)cc1	4
Cc1ccc(/C=C/C(=O)NCc2ccc(F)cc2)cc1	3
Cc1ccc(C(=O)c2ccc(Br)c([N+](=O)[O-])c2)cc1C	19

(next part)
SMILES	ER stress death
COc1ccc(C(=O)/C=C/c2ccc(OC3CSC3)cc2)cc1OC	-1
CCCOc1ccccc1/C=N/Nc1nncn1N	-7
CCOC(=O)c1cc(=O)oc2c(C(=O)OCC)c(C)[nH]c12	-3
CCN(C(=O)c1ccc(Cl)c([N+](=O)[O-])c1)c1ccccc1C	-4
CC(C)(C)c1ccc(-c2cc(-c3cc(Cl)ccc3O)[nH]n2)cc1	2
CCN(CC)S(=O)(=O)c1ccc(Cl)c(C(=O)NC2CCCCC2)c1	10
COC(C(=O)N/N=C/c1cn(-c2ccccc2)nc1-c1ccccc1)c1ccccc1 (stereo unspecified)	13
Cc1ccn2c(NC(=O)c3ccccc3)c(-c3cccs3)nc2c1	2
O=C1CC(n2cnc3ccccc32)C(=O)N1c1ccccc1 (stereo unspecified)	8
O=C(O)c1ccc(N2C(=O)CC(N3CCC(Cc4ccccc4)CC3)C2=O)cc1 (stereo unspecified)	11
CC1=NN(C(=O)c2cccc(O)c2)C(O)(c2ccc(Br)cc2)C1 (stereo unspecified)	-9
O=C(Nc1sc2c(c1C(=O)N1CCCCC1)CCCCC2)c1ccc([N+](=O)[O-])cc1	8
COc1ccccc1NC(=O)C(=O)N/N=C/c1cccc(OC)c1OC	9
O=C(NCCc1ccccc1Cl)C(=O)NCc1ccco1	0
O=C(NCc1ccco1)c1cc2nc(-c3ccccc3)cc(C(F)(F)F)n2n1	6
CNc1nc(Nc2cccc([N+](=O)[O-])c2)nc(OCC(F)(F)F)n1	-5
CCC(C)NC(=O)Nc1cccc(Cl)c1 (stereo unspecified)	3
Cc1ccc(C(O)(CNCc2ccccc2)c2ccc(Br)cc2)cc1 (stereo unspecified)	-5
NC(=O)NC(=O)c1nc2ccccc2[nH]c1=O	-7
O=C1C(Nc2ccccc2)=CC(c2cccc(F)c2)N1c1ccccc1 (stereo unspecified)	5
Cc1cccc(C)c1NC(=O)Nc1c(C)cccc1C	1
O=C(CCCOc1ccccc1)Nc1ncn[nH]1	6
Cc1nc(C2CC(=O)OC23CCCCC3)cs1 (stereo unspecified)	-1
O=C(CCN1C(=O)c2cccc([N+](=O)[O-])c2C1=O)NCC1CCCO1 (stereo unspecified)	9

Structures listed so far that contain a COOH group, in the order listed:
SMILES	ER stress death
O=C(O)CCc1nc2ccc(O)cc2[nH]1	3
Cc1ccc(/C(O)=C2\C(=O)C(=O)N(CCCC(=O)O)C2c2ccccc2[N+](=O)[O-])cc1 (stereo unspecified)	-3
O=C(O)c1cccc(C(=O)O)c1N(c1ccccc1)c1ccccc1	-1
CC(C)OC(=O)c1c(NC(=O)/C=C/C(=O)O)sc2c1CCCCC2	1
Cc1ccc(P(=O)(CC(=O)O)c2ccc(C)cc2)cc1	4
O=C(O)c1ccc(N2C(=O)CC(N3CCC(Cc4ccccc4)CC3)C2=O)cc1 (stereo unspecified)	11

The list continues:
SMILES	ER stress death
COc1ccc(CNC(=O)C(=O)Nc2ccc(Cl)c(C(F)(F)F)c2)cc1	11
Cc1ccc(NC(=O)C2CC3c4ccccc4C2c2ccccc23)cc1 (stereo unspecified)	5
O=C(CSc1nc2sc3c(c2c(=O)n1-c1ccccc1)CCCC3)NCCc1ccccc1	8
O=C(c1ccccc1)c1ccc2nc(-c3ccc(NC(=O)c4ccccc4Cl)cc3)[nH]c2c1	2
Cc1ccc(N=Cc2c(O)n(-c3ccccc3)c(=O)[nH]c2=O)cc1	6
CCOCCOC(=O)c1ccc(NC(=O)c2ccc(C)cc2)cc1	6
COc1ccc(-c2cc(C(=O)NCc3ccco3)c3ccccc3n2)cc1	1
CCOc1ccccc1/C=C/C(=O)c1cccc(Br)c1	-4
Cc1ccc2nc(NC(=O)CSc3ncn[nH]3)sc2c1	8
O=C(/C=C/c1ccccc1)NC(=S)Nc1ccc(-c2nc3ncccc3o2)cc1	13
O=C(O)c1cc(S(=O)(=O)N(CCO)CCO)ccc1Cl	9
CC(C)COc1ccc(C(=O)Nc2cccc([N+](=O)[O-])c2)cc1	12
C/C(=N\N=C1/NC(=O)C(CC(=O)O)S1)c1ccccc1 (stereo unspecified)	-4
Cc1cc(C(N)=O)c(-c2ccccc2)o1	-2
Cc1ccccc1C(=O)Nc1cccc(-c2nnc(-c3ccccc3)o2)c1	5
O=C1C(=O)N(c2cccc(Cl)c2)C(c2ccccc2[N+](=O)[O-])/C1=C(\O)c1ccccc1 (stereo unspecified)	2

Source: PubChem (Sanford-Burnham Center for Chemical Genomics)
